Screening results as filed in PubChem.
Mcl-1 Bim block – inhibitors of Bim peptide binding to Mcl-1, primary screen, biochemical, bead-based flow cytometry, multiplex. Induced myeloid leukemia cell differentiation protein Mcl-1 (Homo sapiens), Q07820. Bim peptide-Mcl-1 binding. inhibition, % at 10 µM. 190,000 compounds, 0.1% hits;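 also: 0% = no compound tracer wells and 100% = peptide blocker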
Target sequence (Q07820 whole entry, looked up): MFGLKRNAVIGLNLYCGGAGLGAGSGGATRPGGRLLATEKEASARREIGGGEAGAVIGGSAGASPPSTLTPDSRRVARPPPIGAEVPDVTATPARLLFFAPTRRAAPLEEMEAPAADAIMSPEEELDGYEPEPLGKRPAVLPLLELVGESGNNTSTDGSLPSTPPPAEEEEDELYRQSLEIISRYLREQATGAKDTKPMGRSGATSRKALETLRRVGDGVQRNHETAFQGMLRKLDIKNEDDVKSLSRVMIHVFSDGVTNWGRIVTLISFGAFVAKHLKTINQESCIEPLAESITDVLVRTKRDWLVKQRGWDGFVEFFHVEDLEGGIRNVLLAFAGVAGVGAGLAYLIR
RGS4-Gao reg – modulators of RGS4 binding to Galphao, primary screen, biochemical, multiplexed bead flow cytometry. binding response (% of control), % at 10 µM. 220,000 compounds, 0.33% hits. actives lie on both sides; in the data active = binding response below about 49% or above about 150%; inactive = in between;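 also: fluorescent Galphao activated with aluminum fluoride binding bead-coupled RGS4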
Bim-Bfl-1 – inhibitors of Bim binding to Bfl-1, primary screen, biochemical, multiplexed, bead-based flow cytometry. Bcl-2-related protein A1 (Homo sapiens), Q16548. Bim-Bfl-1 binding inhibition. inhibition, % at 10 µM. 190,000 compounds, 0.12% hits;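 also: 0% = wells without compound plus tracer and 100% = blocker peptide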
Bim-Bcl-W – inhibitors of Bim binding to Bcl-W, primary screen, biochemical, multiplexed, bead-based flow cytometry. Bim peptide-Bcl-W binding. inhibition, % at 10 µM. 190,000 compounds, 0.02% hits. AID 952, 2007;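 also: 0% = bound tracer without compound and 100% = peptide blocker; higher means less fluorescent Bim peptide bound to Bcl-W beads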
Target sequence (Q92843 whole entry, looked up): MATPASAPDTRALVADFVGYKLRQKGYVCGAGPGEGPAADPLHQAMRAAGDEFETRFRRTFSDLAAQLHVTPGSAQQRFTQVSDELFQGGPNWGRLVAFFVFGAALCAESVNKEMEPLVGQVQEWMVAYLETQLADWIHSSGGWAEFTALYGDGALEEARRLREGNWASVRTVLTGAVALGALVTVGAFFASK
Bim-Bcl-B – inhibitors of Bim-Bcl-B binding, primary screen, biochemical, multiplexed, human Bcl-2 family | AID 951, 2007 | bead-based flow cytometry, Bim peptide-Bcl-B binding | 190,000 compounds, 0.073% hits | Bcl-2-like protein 10 (Homo sapiens), Q9HD36 | inhibition, % at 10 µM;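 also: 0% = tracer peptide without compound and 100% = reference inhibitor peptide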
Target sequence (Q9HD36 whole entry, looked up): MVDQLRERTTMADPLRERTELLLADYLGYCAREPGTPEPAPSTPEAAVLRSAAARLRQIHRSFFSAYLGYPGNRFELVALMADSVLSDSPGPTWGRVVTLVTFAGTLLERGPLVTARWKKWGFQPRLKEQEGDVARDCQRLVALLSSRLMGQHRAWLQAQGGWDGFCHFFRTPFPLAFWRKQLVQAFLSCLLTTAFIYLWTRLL
Mcl1-Bid inh – Mcl-1/Bid binding inhibitors, primary screen, biochemical, TR-FRET, 1536-well. TR-FRET Mcl-1/Bid-Dy647 peptide binding. 220,000 compounds, 0.97% hits. AID 1021, 2008. Induced myeloid leukemia cell differentiation protein Mcl-1 (Homo sapiens), Q07820. inhibition, % at 21.7 µM;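 active = compounds that cut the binding signal by more than half at the single screening dose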;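 also: His-tagged Mcl-1 with europium anti-His antibody binding Bid BH3 peptide; 0% = Mcl-1 plus peptide wells and 100% = peptide-only wells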
RGS7-Gao – RGS7-Galphao binding modulators, primary screen, biochemical, multiplexed bead flow cytometry; binding response (% of control), % at 10 µM; actives lie on both sides; 220,000 compounds, 0.35% hits; AID 1439, 2008; Guanine nucleotide-binding protein G(o) subunit alpha (Homo sapiens), P09471; in the data active = binding response below about 49% or above about 150%; inconclusive = no clear call, values can overlap the other calls; inactive = in between;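 also: fluorescent Galphao held in activated GDP-AlF4 state binding bead-coupled RGS7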
Mcl1 Noxa PPI – Mcl-1/Noxa binding inhibitors, primary screen, biochemical, TR-FRET, 1536-well; Induced myeloid leukemia cell differentiation protein Mcl-1 (Homo sapiens), Q07820; TR-FRET Mcl-1/Noxa peptide binding, 2 h; inhibition, % at 21.7 µM; 220,000 compounds, 1.5% hits; AID 1022, 2008;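 active = compounds that cut the protein-peptide binding signal by more than 50% relative to plate controls in a single-dose test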;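 also: His-tagged Mcl-1 with rhodamine Noxa BH3 peptide and terbium anti-His antibody; 0% = Mcl-1 plus Noxa peptide wells and 100% = peptide-only wells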
RGS8-Gao – RGS8-Galphao binding modulators, primary screen, biochemical, multiplexed bead flow cytometry; response (percent of control binding), % at 10 µM; 220,000 compounds, 0.34% hits; actives lie on both sides; AID 1423, 2008; Guanine nucleotide-binding protein G(o) subunit alpha (Homo sapiens), P09471; in the data active = response below about 60% or above about 140%; inactive = in between;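 also: Galphao activated as the GDP aluminium fluoride complex binding bead-coupled RGS8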
Bim-Bcl-XL – inhibitors of Bim-Bcl-XL binding, primary screen, biochemical, multiplexed, bead flow cytometry, human Bcl-XL; Bcl-2-like protein 1 (Homo sapiens), Q07817; Bim peptide-Bcl-XL binding, fluorescence; inhibition, % at 10 µM; 190,000 compounds, 0.04% hits
Bcl-2 Bim block – inhibitors of Bim-Bcl-2 binding, primary screen, biochemical, multiplexed, human Bcl-2 family | Apoptosis regulator Bcl-2 (Homo sapiens), P10415 | Bead-based flow cytometry, Bim peptide-Bcl-2 binding | inhibition, % at 10 µM | 190,000 compounds, 0.06% hits; in the data active = inhibition above about 40%; inconclusive = no clear call, values can overlap the other calls;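 also: 0% = no compound wells with probe peptide and 100% = reference peptide inhibitor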
The depositor's hits bear a star; ? = inconclusive; . = not tested or not shown. Rule as the data show it, unless noted: active = inhibition above about 40%.

Every second line gives: Mcl-1 Bim block	RGS4-Gao reg	Bim-Bfl-1	Bim-Bcl-W	Bim-Bcl-B	Mcl1-Bid inh	RGS7-Gao	Mcl1 Noxa PPI	RGS8-Gao	Bim-Bcl-XL	Bcl-2 Bim block
1. O=C(O)C1C2C=CC3(O2)C1C(=O)N1c2ccccc2COC13 (centres undefined)
→ 6	79	4	2	4	-24	82	16	73	0	5
2. CCCNC(=O)c1cc2nc(-c3ccccc3)cc(C(F)(F)F)n2n1
→ -3	103	-2	-2	-6	-3	104	-5	104	-4	-4
3. FC(F)(F)c1cccc(NC(=S)Nc2cccc(NC(=S)Nc3cccc(C(F)(F)F)c3)n2)c1
→ .	98	.	.	.	-12	?	18	100	.	.
4. CCC(=O)NC(=S)Nc1cccc(NC(=O)c2ccc(Cl)cc2Cl)c1
→ -3	98	-4	-2	-7	-11	99	-10	100	-6	1
5. O=C(NCc1ccccc1C(F)(F)F)C1CC(c2ccccc2[N+](=O)[O-])=NO1 (centres undefined)
→ -1	101	-19	-1	-8	3	101	-15	100	-11	-9
6. CCN(CCCNC(=O)COc1cc(=O)n(C)c2ccccc12)c1cccc(C)c1
→ 0	103	-9	1	-7	-45	99	10	101	-3	-6
7. CCn1c(SCCOc2ccc(Cl)cc2)nnc1-c1cccs1
→ -1	100	-1	0	1	-13	101	-2	103	-2	0
8. CC1=CC(=NOC(=O)/C=C/c2ccccc2)C=C(C)C1=O
→ -5	99	-10	-2	-13	-25	98	3	100	-7	-6
9. COC(=O)[C@@H]1C[C@@]2(O)[C@H](O)[C@H](O)[C@H](O)C[C@H]2N1Cc1ccc(C(C)(C)C)cc1
→ .	102	.	.	.	-24	?	4	100	.	.
10. COc1ccc2c(c1OC)C(=O)OC2Nc1ncc(Br)cc1Br (centres undefined)
→ -3	124	-9	1	-6	-30	112	4	125	-1	-5

Gathered by group, those above with a carbonyl joined to an NH by a bond outside any ring (four)
Every second line gives: Mcl-1 Bim block	RGS4-Gao reg	Bim-Bfl-1	Bim-Bcl-W	Bim-Bcl-B	Mcl1-Bid inh	RGS7-Gao	Mcl1 Noxa PPI	RGS8-Gao	Bim-Bcl-XL	Bcl-2 Bim block
2. CCCNC(=O)c1cc2nc(-c3ccccc3)cc(C(F)(F)F)n2n1
→ -3	103	-2	-2	-6	-3	104	-5	104	-4	-4
4. CCC(=O)NC(=S)Nc1cccc(NC(=O)c2ccc(Cl)cc2Cl)c1
→ -3	98	-4	-2	-7	-11	99	-10	100	-6	1
5. O=C(NCc1ccccc1C(F)(F)F)C1CC(c2ccccc2[N+](=O)[O-])=NO1 (centres undefined)
→ -1	101	-19	-1	-8	3	101	-15	100	-11	-9
6. CCN(CCCNC(=O)COc1cc(=O)n(C)c2ccccc12)c1cccc(C)c1
→ 0	103	-9	1	-7	-45	99	10	101	-3	-6

New compounds follow:
Every second line gives: Mcl-1 Bim block	RGS4-Gao reg	Bim-Bfl-1	Bim-Bcl-W	Bim-Bcl-B	Mcl1-Bid inh	RGS7-Gao	Mcl1 Noxa PPI	RGS8-Gao	Bim-Bcl-XL	Bcl-2 Bim block
11. Fc1ccc(CNc2nc(-c3ccco3)cc(C(F)(F)F)n2)cc1
→ -2	100	0	-1	0	7	97	15	101	-2	0
12. Cn1c(CCC(=O)OCC(=O)NCc2ccccc2Cl)nc(=O)c2ccccc21
→ -2	102	-3	0	-4	-11	102	3	103	-1	2
13. Cc1c(Cl)cccc1NC(=O)Cn1c(-c2ccc(F)cc2)noc1=O
→ -2	105	-6	-3	-3	-14	100	10	102	-1	-6
14. Cc1cccc(CC(C)NC(=O)CCc2nnc(CCCCc3ccccc3)o2)n1 (centres undefined)
→ 0	95	-6	-3	-1	-17	98	11	101	-1	-4
15. CCC(=O)Nc1cccc(-c2nnc(-c3cccc(NC(=O)CC)c3)o2)c1
→ -1	96	0	-1	0	-11	94	14	97	2	-2
16. O=C(C(Cc1ccccc1)n1cccc1)N1CCN(c2ncccn2)CC1 (centres undefined)
→ 1	99	-8	0	-7	-39	100	-3	100	-2	-8
17. O=C(CN1C2CCCC1CC(NC(=O)C1CCCCC1)C2)NCc1ccc(F)cc1 (centres undefined)
→ .	79	.	.	.	-33	?	-7	89	.	.
18. O=C(N/N=C/c1ccc(N2CCOCC2)cc1)c1ccccn1
→ .	95	.	.	.	-34	?	-6	98	.	.
19. O=C(NC(Cc1c[nH]c2ccccc12)C(=O)N/N=C/c1ccc(Br)cc1)c1cccs1 (centres undefined)
→ 0	102	0	4	-4	-19	100	13	99	-1	-4
20. Cc1ccc(C)c2nc3sc(C(=O)N4CCOCC4)c(N)c3cc12
→ 0	92	0	-3	-10	-55	89	60*	94	-4	-1
21. CC(C)CCn1c(Sc2nc3ccccc3o2)nc2c1c(=O)[nH]c(=O)n2C
→ -4	97	-1	-1	-5	4	96	11	99	-5	2
22. CCCc1[nH]nc2c1C(c1ccc(OCCN3CCOCC3)c(OCC)c1)C(C#N)=C(N)O2 (centres undefined)
→ -2	101	-3	-2	-2	-16	96	4	101	-4	1
23. CC(C)c1nc2oc3c(NCC4CCCO4)ncnc3c2c2c1COC(C)(C)C2 (centres undefined)
→ 4	99	1	1	1	.	103	.	102	-1	1
24. O=C(COC(=O)c1ccccn1)Nc1ccccc1Cl
→ 0	98	-1	-2	0	-5	98	8	101	0	0
25. Cc1nnc(SCc2nnc(-c3ccccc3Br)o2)s1
→ 1	103	-2	2	0	-32	100	16	100	0	0
26. Cc1ccccc1NS(=O)(=O)CCCCC(Cl)(Cl)Cl
→ 1	95	-5	0	-1	-32	84	14	98	0	0
27. Cc1cc(NC(=O)c2cc([N+](=O)[O-])cc([N+](=O)[O-])c2)no1
→ .	105	.	.	.	-9	?	13	105	.	.
28. CC(CN1CCCCC1)OC(=O)c1cc2ccccc2o1 (centres undefined)
→ -1	99	0	2	-1	-27	92	-9	100	0	3
29. COc1ccc(S(=O)(=O)Nc2c(C)nc3nc[nH]n3c2=O)cc1
→ -4	102	-5	-3	-3	66*	99	7	98	-3	-2
30. Cc1ccc(S(=O)(=O)CC(C)N2CCOCC2)c(S(=O)(=O)CC(C)N2CCOCC2)c1 (centres undefined)
→ -4	100	-9	-1	-8	-31	98	16	102	-9	-7
31. O=C(NCCc1ccccc1)c1cccc([N+](=O)[O-])c1
→ 0	101	-14	-4	-6	1	100	1	101	-3	-2
32. FC(F)(F)c1cnc(-c2cnc(-c3ccccn3)nc2)c(Cl)c1
→ 1	98	3	1	3	14	94	5	94	0	1
33. CCn1c(SCC(O)c2ccccc2)nnc1-c1ccccc1 (centres undefined)
→ -7	101	-2	-4	-9	-46	99	5	103	-10	-6
34. O=C1C(=O)N(CCN2CCCCC2)c2ccccc21
→ -1	103	-1	2	-5	-4	99	6	104	-2	-1
35. CCCCOc1ccc(C(=O)NCc2ccncc2)cc1
→ -5	103	-3	0	-2	-2	99	2	99	-7	-1
36. O=C(Nc1nc(-c2ccccn2)cs1)c1cc2ccccc2o1
→ -3	100	-3	-4	-5	-30	101	-23	104	0	-2
37. COc1cccc(OCC(=O)Nc2cc(Cl)ccc2Oc2ccccc2)c1
→ 0	101	-16	-1	-6	-2	104	7	101	-5	-7
38. CCNC(=S)Nc1ccc2cn[nH]c2c1
→ -28	96	-7	-10	-14	-78	95	3	98	-16	-6
39. O=C(CNC(=O)c1ccccc1)OCc1cccc(Br)c1
→ 0	100	-3	0	-2	-1	95	-1	99	0	-1
40. COc1ccc(CSc2nncn2C)cc1[N+](=O)[O-]
→ -6	101	-2	-5	-5	-8	102	1	102	-8	-1
41. Cc1cnc(-c2nnc(N(C)C(=O)c3cccnc3)s2)cn1
→ 0	99	-9	1	-7	-13	100	-2	98	-7	-8
42. Cc1ccc(C)c(NC(=O)C(Sc2cccc[n+]2[O-])c2ccccc2)c1 (centres undefined)
→ -1	102	-4	-3	-8	3	?	6	99	-2	-3
